# PostGolgi ctrl: yeast control strain growth, post-Golgi counter-screen; efflux-deficient yeast background strain, growth absorbance A615, 16 h; inhibition, % at 10 µM; 98,000 compounds, 5% hits
# PostGolgi yeast: growth inhibition of a yeast mutant, post-Golgi transport screen | post-Golgi transport phenotypic cell assay | inhibition, % at 10 µM | 98,000 compounds, 0.9% hits;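 also: yeast cells grown in 1536-well plates; yeast grown about 18 h at 30C before absorbance read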
# DAT uptake mod: modulates human dopamine transporter uptake under cocaine | Q01959 | LLC-PK1 hDAT cells, [14C]-dopamine uptake with cocaine IC80; actives deviate in either direction | B-score at 10 µM | 110,000 compounds, 1.3% hits | AID 449768;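 active = Z score or B-score, a plate-position-corrected score, falls beyond the plate's 99.7% confidence bounds, in either direction; inactive = both scores lie inside the 99.7% bounds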;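 also: scored against the spread of the other compound wells on the same plate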
# Target sequence (Q01959 whole entry, looked up): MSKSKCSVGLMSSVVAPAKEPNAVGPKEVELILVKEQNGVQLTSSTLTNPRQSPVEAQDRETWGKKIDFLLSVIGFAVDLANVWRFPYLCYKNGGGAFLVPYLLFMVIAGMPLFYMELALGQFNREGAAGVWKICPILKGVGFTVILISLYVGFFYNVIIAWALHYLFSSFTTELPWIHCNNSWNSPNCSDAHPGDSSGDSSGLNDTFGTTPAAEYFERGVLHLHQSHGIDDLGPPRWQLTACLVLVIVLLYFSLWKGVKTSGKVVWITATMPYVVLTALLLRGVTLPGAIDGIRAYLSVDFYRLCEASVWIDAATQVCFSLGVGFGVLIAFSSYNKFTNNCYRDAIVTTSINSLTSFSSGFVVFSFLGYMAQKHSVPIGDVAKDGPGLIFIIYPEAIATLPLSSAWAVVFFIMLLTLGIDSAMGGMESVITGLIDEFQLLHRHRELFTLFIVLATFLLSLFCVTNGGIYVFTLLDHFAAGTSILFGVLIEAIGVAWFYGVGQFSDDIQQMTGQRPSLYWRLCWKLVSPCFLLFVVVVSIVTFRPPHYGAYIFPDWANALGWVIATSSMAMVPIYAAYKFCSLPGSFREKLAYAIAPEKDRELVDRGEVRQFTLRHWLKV
# H69AR growth 86K: growth inhibitors of human H69AR lung tumor cells | 85,000 compounds, 6% hits | H69AR lung tumor viability, ATP luminescence, 72 h; stronger effect = lower value | AID 598 | viability, % at 10 µM;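 active = viability at or below 40%; inactive = viability above 40%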;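 also: multidrug resistant small cell line overexpressing MRP-1 efflux transporter; 100% = mean luminescence of untreated control wells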
# HUVEC inhibit: inhibitors of human endothelial cell proliferation; 86,000 compounds, 1.1% hits; viability, % at 10 µM (by protocol); HUVEC proliferation, CellTiter-Glo luminescence, 72 h; stronger effect = lower value;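 active = viability at or below 30%; inactive = viability above 30%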;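 also: 100% = median luminescence of DMSO-only cell control wells on each plate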
# S1P2 ag: activates the human S1P2 receptor | O95136 | S1P2-expressing cell line, agonist reporter read-out | activation, % at 4.5 µM | 97,000 compounds, 0.46% hits | AID 729; in the data active = activation above about 16%;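 also: 0% = vehicle low control and 100% = maximal reference agonist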
# Target sequence (O95136 whole entry, looked up): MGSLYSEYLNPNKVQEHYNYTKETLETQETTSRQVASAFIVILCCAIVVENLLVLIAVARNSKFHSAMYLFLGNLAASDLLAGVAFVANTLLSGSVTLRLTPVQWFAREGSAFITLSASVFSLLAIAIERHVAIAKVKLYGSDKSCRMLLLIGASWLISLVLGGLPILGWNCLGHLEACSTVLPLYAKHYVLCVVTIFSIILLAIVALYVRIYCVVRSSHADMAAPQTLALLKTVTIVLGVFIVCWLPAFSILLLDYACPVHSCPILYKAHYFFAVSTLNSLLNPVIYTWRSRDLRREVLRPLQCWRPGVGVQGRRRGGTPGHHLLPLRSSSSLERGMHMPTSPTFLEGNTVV
# Fibroblast inh: blocks proliferation of human lung fibroblasts; LL 47 human lung fibroblast viability, ATP luminescence; stronger effect = lower value; 85,000 compounds, 1.1% hits; AID 719; viability, % at 10 µM;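 active = viability at or below 50% in the single dose screen; inactive = viability above 50%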;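 also: compound exposure lasted 72 h before the ATP readout; 100% = median luminescence of untreated cell-only wells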
#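 Test system: LL 47 human lung fibroblasts; Quantity: 1,150 cells/well; Buffer or medium: IMEM plus 15% FBS; Dosing: tenfold compound dosing solution, DMSO at 0.1%; Timing: overnight cell rest, 72 h compound treatment at 37 °C; Detection: ATP-based CellTiter-Glo luminescent readout; Read-out basis: viability percentage against median untreated-cell control; Controls: cell-only wells, no compound.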
# E coli WT exp: E. coli BW25113 growth inhibition, expanded screen; OD600 absorbance; growth inhibition, % at 100 µM; 98,000 compounds, 0.15% hits;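 active = growth inhibition above about 50% at one test dose, limit read from the data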;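 also: growth measured after 20 h incubation at 37 °C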
# S1P2 antag: S1P2 (human) receptor antagonism; cell-based S1P2 antagonist assay, inhibition at 5 uM; inhibition, % at 5 µM; 97,000 compounds, 0.21% hits; O95136; in the data active = inhibition above about 45%;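 also: CRE beta-lactamase reporter cells expressing human S1P2 stimulated with S1P; 0% = agonist at EC80 alone and 100% = agonist plus reference antagonist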
# The depositor's hits bear a star; nt = not tested or not shown. Rule as the data show it, unless noted: active = inhibition above about 30%; inactive = the rest.
SMILES,PostGolgi ctrl,PostGolgi yeast,DAT uptake mod,H69AR growth 86K,HUVEC inhibit,S1P2 ag,Fibroblast inh,E coli WT exp,S1P2 antag
COC(=O)C(C)N(C(=O)c1ccc(Cl)cc1)c1c(C)cccc1C (configuration not stated),7.9,-9.3,0.842,89.8,110.1,-3.4,89.3,-4.0,-12.8
C=CCSc1nnc(NC(=O)CSc2nc(CCC)cc(=O)[nH]2)s1,4.0,-4.1,0.0602,95.3,113.4,-4.4,104.9,-2.0,-11.5
COC(=O)c1ccc(CSc2nncn2C)cc1,7.1,1.4,-0.381,100.0,87.0,nt,95.8,8.0,nt
Nc1c(S(=O)(=O)c2cccs2)c2nc3ccccc3nc2n1Cc1ccc2c(c1)OCO2,8.5,14.2,1.56,88.6,80.5,-8.8,87.3,-8.0,-2.0
NS(=O)(=O)c1ccc(CNC(=O)C2CCCCC2)cc1,-6.7,-4.2,0.0574,109.9,90.9,-4.8,94.5,11.0,16.1
COc1cccc(/C=N/Nc2nc(N3CCCC3)nc(N3CCCC3)n2)c1O,26.3,0.4,0.686,40.2,84.1,-10.3,100.3,-9.0,-6.3
c1ccc(-c2onc3cc4c(cc23)OCCO4)cc1,12.6,2.0,0.097,85.8,72.9,nt,90.2,14.0,nt
COCCCNC(=O)c1ccc(CNS(=O)(=O)c2ccc(NC(C)=O)cc2)cc1,-0.6,-10.0,nt,99.5,108.2,-6.1,105.4,3.0,-11.6
COC(=O)c1ccccc1N(Cc1ccccc1)S(C)(=O)=O,-2.7,-3.7,-0.856,90.8,97.8,-8.5,93.6,15.0,-62.9
CCOC(=O)COc1c(OC)cc(Cl)cc1C1Nc2ccccc2C(=O)N1c1ccccc1 (configuration not stated),17.1,-6.2,0.837,nt,nt,-3.2,nt,-16.0,0.9
O=C(Nc1ccc(Cl)c(Cl)c1)Oc1ccc(NC(=O)c2ccco2)cc1,14.6,-7.6,0.0601,nt,nt,-0.7,nt,25.0,-4.7
CCNc1cc2n(c(=O)n1)CCc1cc(OC)c(OC)cc1-2,-0.3,3.1,-0.713,96.0,86.0,9.0,97.4,1.0,-28.1
CC1=C(C)[N+](=O)C2CCCCC2N1[O-] (configuration not stated),0.4,2.2,-1.15,101.8,91.7,-5.6,105.1,5.0,4.5
C[C@@H]1C[C@H]2[C@@H]3CCC4=CC(=O)C=C[C@]4(C)[C@@]3(F)[C@@H](O)C[C@]2(C)[C@H]1C(=O)CO,nt,nt,1.22,93.0,89.4,nt,89.8,nt,nt
Cc1cc(C)cc(NC(=O)CCN2CC(C)OC(C)C2)c1 (configuration not stated),14.6,3.7,-0.889,90.8,87.1,-3.6,99.4,8.0,-17.3
COc1ccc(N2CCN(C3CC(=O)N(C)C3=O)CC2)cc1 (configuration not stated),5.0,0.3,-1.21,95.2,97.7,-1.1,100.0,0.0,-21.0
CCn1ncc(Br)c1C(=O)Nc1ccc(C(=O)OC(C)C)cc1,5.0,-7.4,0.00475,100.4,103.6,0.8,110.3,15.0,8.9
O=C(COc1ccc(F)cc1)Nc1nnc(-c2ccncc2)s1,1.8,-0.6,0.698,90.0,103.6,-3.5,109.3,-5.0,8.3
O=S(=O)(NCc1ccccn1)c1ccccc1,10.5,-2.9,-2.86*,93.3,96.6,-5.6,94.8,10.0,-3.0
COc1ccc2nc(N3CCCC(O)C3)c(C#N)cc2c1 (configuration not stated),6.9,17.9,-0.742,99.0,98.4,-5.7,nt,0.0,15.4
CC(=O)C1=C(C)NC(=O)NC1c1cc(Br)ccc1OCC(N)=O (configuration not stated),3.3,5.1,-0.0999,102.3,94.0,-3.5,98.6,1.0,-10.5
COC(=O)c1cccc(NC(=O)c2cccs2)c1C,17.1,4.8,-0.311,88.5,99.1,-1.8,96.7,10.0,17.9
Cc1ccc2c(C(=O)CN3CCCCC3CCO)c(C)[nH]c2c1 (configuration not stated),14.8,3.1,0.289,82.4,88.5,-4.0,93.0,6.0,11.0
CO/N=C/NC(=O)N1OC[C@@H]2COc3ccc4ccccc4c3[C@@H]21,4.7,0.2,0.234,95.7,101.8,-5.0,84.8,3.0,-4.3
CN1Cc2c(N3CCOCC3)nc(SCc3ccccc3)c(C#N)c2CC1(C)C,20.4,-3.5,1.36,68.4,65.5,-9.7,65.7,-5.0,20.5

# Eleven structures out of the list, ordered by formula weight, ascending.
SMILES,PostGolgi ctrl,PostGolgi yeast,DAT uptake mod,H69AR growth 86K,HUVEC inhibit,S1P2 ag,Fibroblast inh,E coli WT exp,S1P2 antag
CC1=C(C)[N+](=O)C2CCCCC2N1[O-] (configuration not stated),0.4,2.2,-1.15,101.8,91.7,-5.6,105.1,5.0,4.5
O=S(=O)(NCc1ccccn1)c1ccccc1,10.5,-2.9,-2.86*,93.3,96.6,-5.6,94.8,10.0,-3.0
COC(=O)c1ccc(CSc2nncn2C)cc1,7.1,1.4,-0.381,100.0,87.0,nt,95.8,8.0,nt
COC(=O)c1cccc(NC(=O)c2cccs2)c1C,17.1,4.8,-0.311,88.5,99.1,-1.8,96.7,10.0,17.9
COc1ccc2nc(N3CCCC(O)C3)c(C#N)cc2c1 (configuration not stated),6.9,17.9,-0.742,99.0,98.4,-5.7,nt,0.0,15.4
Cc1ccc2c(C(=O)CN3CCCCC3CCO)c(C)[nH]c2c1 (configuration not stated),14.8,3.1,0.289,82.4,88.5,-4.0,93.0,6.0,11.0
O=C(COc1ccc(F)cc1)Nc1nnc(-c2ccncc2)s1,1.8,-0.6,0.698,90.0,103.6,-3.5,109.3,-5.0,8.3
C[C@@H]1C[C@H]2[C@@H]3CCC4=CC(=O)C=C[C@]4(C)[C@@]3(F)[C@@H](O)C[C@]2(C)[C@H]1C(=O)CO,nt,nt,1.22,93.0,89.4,nt,89.8,nt,nt
CC(=O)C1=C(C)NC(=O)NC1c1cc(Br)ccc1OCC(N)=O (configuration not stated),3.3,5.1,-0.0999,102.3,94.0,-3.5,98.6,1.0,-10.5
C=CCSc1nnc(NC(=O)CSc2nc(CCC)cc(=O)[nH]2)s1,4.0,-4.1,0.0602,95.3,113.4,-4.4,104.9,-2.0,-11.5
CN1Cc2c(N3CCOCC3)nc(SCc3ccccc3)c(C#N)c2CC1(C)C,20.4,-3.5,1.36,68.4,65.5,-9.7,65.7,-5.0,20.5

# New compounds follow:
SMILES,PostGolgi ctrl,PostGolgi yeast,DAT uptake mod,H69AR growth 86K,HUVEC inhibit,S1P2 ag,Fibroblast inh,E coli WT exp,S1P2 antag
COc1ccc(-c2cc(N)n(S(=O)(=O)c3ccc(C)cc3)n2)c(OC)c1,10.4,-9.3,-0.677,86.2,88.8,-3.0,97.8,-9.0,5.0
CCCNc1ncnc2nc[nH]c12,10.6,-0.4,0.0365,78.9,88.5,nt,94.1,2.0,nt
CCOc1cccc(OCCOCCN(C)Cc2ccccc2)c1,-5.4,5.9,0.913,90.0,88.7,-1.2,94.2,9.0,7.1
CCOC(=O)CN1CC23C=CC(O2)C(C(=O)Nc2ccc(OC)cc2OC)C3C1=O (configuration not stated),17.0,-0.7,-0.708,106.6,104.3,-7.5,105.3,2.0,5.1
CC(NCc1cccn1C)c1ccccc1 (configuration not stated),5.5,7.5,0.438,nt,nt,1.2,nt,5.0,23.1
COc1ccc2cc(CCNC(=O)c3c(-c4ccccc4Cl)noc3C)c(=O)[nH]c2c1,7.8,1.0,0.132,89.7,99.6,nt,101.9,5.0,nt
O=C(Nc1nc2c(s1)CCCC2)C1CCCN1C(=O)c1cccs1 (configuration not stated),1.7,6.0,0.852,88.5,92.3,-6.3,100.0,-3.0,11.4
CCc1ccc2[nH]c(O)c(N=Nc3nc(-c4ccccc4)cs3)c2c1,7.3,2.1,-0.0196,nt,nt,-8.6,nt,-8.0,4.8
Cn1ccnc1SCC(=O)Nc1ccc2c(c1)COC2=O,0.6,5.6,-0.313,89.8,91.4,-6.2,100.2,0.0,1.4
N#Cc1ccc(C(c2nnnn2CCc2ccccc2)N2CCCCCC2)cc1 (configuration not stated),13.9,20.4,0.187,75.2,89.7,-2.9,94.2,-16.0,9.7
O=C1CC(N2CCN(C(c3ccccc3)c3ccccc3)CC2)C(=O)N1 (configuration not stated),7.8,3.1,-0.0194,95.6,98.0,-4.6,99.6,2.0,16.6
O=S(=O)(c1cccs1)N1CCN(CC(O)COc2cccc(Br)c2)CC1 (configuration not stated),5.0,10.5,1.37,nt,nt,-10.2,nt,0.0,7.1
CCc1ccc2[nH]c(=O)c(CN(CCCN3CCOCC3)C(=O)Nc3ccc(F)cc3)cc2c1,16.8,1.1,0.854,33.8*,76.7,-4.8,93.8,-4.0,-32.4
C/C(NC1CCCCC1)=C(/C#N)C(=O)NCCN1CCOCC1,19.9,5.6,-0.0706,104.2,98.4,-2.8,94.4,4.0,-3.7
CN(C)CCCNC(=O)CCc1nc2ccccc2c(=O)[nH]1,15.8,-1.8,-0.757,101.0,98.8,-4.7,99.6,2.0,24.2
Cc1ccc(N(CC(=O)NC2CCCCCC2)S(=O)(=O)c2c(C)nn(C)c2C)cc1,-1.8,-2.3,0.705,81.7,92.9,-5.8,91.1,-1.0,-8.5
CCCCOC(=O)Nc1nc(CC(=O)OCC)cs1,-1.4,-10.8,0.0579,92.6,106.8,-5.7,98.2,0.0,5.9
Cc1ccc(NC(=O)CCC(=O)NNC(=O)Cc2ccccc2)cc1C,11.9,-22.4,0.14,nt,nt,-2.6,nt,-8.0,14.7
O=C(NCc1ccccc1)NC1(C(=O)N2CCN(c3ncccn3)CC2)CCCCC1,7.2,1.6,1.13,92.9,99.3,-0.7,97.4,5.0,-1.5
Cc1ccc(S(=O)(=O)NC(CC(=O)NCc2ccco2)c2ccco2)cc1 (configuration not stated),-8.7,-7.1,0.246,92.0,96.0,0.6,109.9,-1.0,14.4
COc1ccc(S(=O)(=O)Nc2cc3c4c(oc3c3ccccc23)CC(C)(C)CC4=O)cc1,12.9,-13.6,0.558,15.4*,68.9,-5.7,100.3,-8.0,0.0
Cc1ccccc1OC(=O)Cn1c(C(F)(F)F)nc2ccccc21,12.9,11.4,nt,nt,nt,-4.8,nt,-5.0,4.4
O=S(=O)(c1ccccc1)N1CCN(c2nc3ccccc3s2)CC1,17.4,28.9,-1.03,84.7,94.6,15.2,92.2,-2.0,-4.3
Cc1ccc(C(=O)NCc2ccc(Cl)c(Cl)c2)o1,4.1,3.3,0.452,99.8,98.1,-5.4,100.9,22.0,-30.7
COc1cccc(/C=N/NC(=O)c2ccc(COc3ccc(Cl)cc3Cl)o2)c1,-8.2,7.1,-0.895,nt,nt,-4.3,nt,-1.0,-1.9
CC1CCN(C(=O)CN(C2CCCCC2)S(C)(=O)=O)CC1,-6.8,0.6,0.031,92.9,80.2,-4.0,95.0,1.0,-2.4
C=CCc1c(O)nc(SCC(=O)c2ccccc2)[nH]c1=O,-4.8,17.1,-0.00459,105.6,87.0,-7.3,95.9,7.0,3.4

# Source: PubChem (several laboratories)
